Screening data: PubChem, several laboratories
Fh CTSL1 inh: blocks F. hepatica cathepsin L1 in PFM18AAP counter-screen; AID 1906; actives 0.49% (n = 300,000); recombinant F. hepatica cathepsin L1, Z-Leu-Arg-MCA fluorescence; inhibition, % at 5.96 µM;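 active = inhibition above the mean of all tested compounds plus 3 SD, set per screening campaign, cut at about 17% in these data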;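 note: 0% = plate median of test compound wells and 100% = 1 µM Z-Phe-Ala-diazomethylketone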
HCV core dimer: HCV core protein dimerization inhibition; actives 0.33% (n = 300,000); AID 1899; inhibition, % at 5 µM; TR-FRET GST/Flag-core106 dimerization, 1536-well;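 active = inhibition above the mean of all tested compounds plus 3 SD, set per screening campaign, cut at about 45% in these data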
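System – GST-tagged and Flag-tagged HCV core protein residues 1-106 · Repeats – one well for each compound · Technique – TR-FRET 671 and 617 nm emission · Doses – one concentration, 5 µM, in 0.5% DMSO · Times – 4 h, 22.5 °C incubation · Also added – Eu donor and XL665 acceptor anti-tag antibodies · Measure – percent inhibition of core106 dimerization signal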
PP5 primary: inhibitors of human protein phosphatase 5 (PP5); purified PP5c, OMFP substrate fluorescence; actives 0.18% (n = 320,000); inhibition, % at 6.7 µM; AID 1987; P53041;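 active = inhibition above the campaign's mean inhibition across all tested compounds plus 3 SD, cut at about 9.5% in these data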;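 note: 0% = DMSO only and 100% = 100 µM cantharidin control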
PP1 inh: blocks human PP1-alpha phosphatase, a PP5 counter-screen | P62136 | purified PP1alpha, OMFP fluorescence | inhibition, % at 6.7 µM | actives 0.9% (n = 320,000) | AID 2235;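 active = inhibition above the mean inhibition of all tested compounds plus 3 SD, computed separately for each screening campaign, cut at about 15% in these data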
GASC-1 inh: blocks human GASC-1 demethylase activity; GST-JMJD2C(1-420) H3K9me3 demethylation, DELFIA europium; actives 0.069% (n = 330,000); inhibition, % at 2.35 µM; Q9H3R0;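 active = more than half of a compound's replicate wells show inhibition beyond 50%, single wells judged on their own value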;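 note: signal counts dimethyl H3K9 product captured on neutravidin plate; 0% = median of DMSO wells and 100% = 0.3 times that DMSO median; strong numbers were not always called active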
VLA-4 inh: inhibition in a human VLA-4 binding assay; P13612; actives 0.2% (n = 330,000); VLA-4 expressing cells, ligand binding flow cytometry; inhibition, % (about 7 µM as worked out from the volumes in the protocol); in the data active = inhibition above about 50%
GRK2 inh: inhibitors of human GRK2 displacing RNA aptamer; AID 488847; inhibition of aptamer binding, % at 10 µM; actives 0.59% (n = 330,000); P25098; bead flow cytometry, FAM-aptamer displacement from GRK2;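 active = inhibition of aptamer binding above 40%, roughly 3 SD of noise, on plates passing a quality check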;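 note: median bead fluorescence of bound FAM aptamer so fluorescent compounds give negative values; no value below 0 was filed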
proCasp3 act: activates human procaspase-3. P42574. recombinant procaspase-3 D3A, Ac-DEVD-pNA absorbance 405 nm. activation, % at 8.5 µM. actives 0.11% (n = 330,000);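 active = activation above the mean of all tested compounds plus 3 SD, cut at about 21% in these data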;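 note: 0% = DMSO alone and 100% = DMSO wells spiked with extra 5 µM PC-3 D3A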
Target sequence (P42574 whole entry D9A/D28A/D175A): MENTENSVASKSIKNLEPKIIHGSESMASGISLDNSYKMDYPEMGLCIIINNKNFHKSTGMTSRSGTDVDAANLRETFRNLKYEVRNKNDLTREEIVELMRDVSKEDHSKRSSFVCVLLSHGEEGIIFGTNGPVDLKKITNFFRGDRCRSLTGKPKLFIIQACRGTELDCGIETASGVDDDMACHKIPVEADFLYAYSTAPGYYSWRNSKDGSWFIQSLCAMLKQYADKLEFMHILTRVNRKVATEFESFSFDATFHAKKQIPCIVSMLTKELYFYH
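Technique: 405 nm absorbance of p-nitroaniline, reads at 0 and 120 min; Test system: Procaspase-3 D3A mutant; Incubation: 1 h enzyme-compound preincubation, then 2 h substrate reaction, 25 °C; Repeats: singlicate, each compound tested once; Benchmarks: low control DMSO wells, high control DMSO plus 5 µM PC-3 D3A.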
proCasp7 act: activates human procaspase-7, counter-screen for procaspase-3 activators. P55210. activation, % at 8.5 µM. recombinant procaspase-7, Ac-DEVD-pNA absorbance 405 nm; D23A/D198A/D206A triple mutant, cannot self-cleave; scale: DMSO 0, 5 µM enzyme 100. actives 0.093% (n = 330,000);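 active = percent activation above the screen-wide mean plus 3 SD, cut at about 25% in these data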
Target sequence (P55210 whole entry D23A/D198A/D206A): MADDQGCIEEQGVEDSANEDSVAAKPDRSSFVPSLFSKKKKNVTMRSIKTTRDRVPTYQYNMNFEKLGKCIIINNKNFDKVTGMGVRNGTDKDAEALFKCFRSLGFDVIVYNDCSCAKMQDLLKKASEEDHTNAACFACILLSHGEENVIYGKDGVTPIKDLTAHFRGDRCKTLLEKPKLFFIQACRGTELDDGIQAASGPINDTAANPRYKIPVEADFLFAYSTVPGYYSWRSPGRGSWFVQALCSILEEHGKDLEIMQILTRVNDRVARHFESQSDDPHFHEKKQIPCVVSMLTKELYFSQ
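Material: Procaspase-7 triple mutant (PC-7 D3A) | Quantity: 2 µM procaspase-7 mutant as dispensed | Reagent: DEVD-pNA substrate | Times: 1 h preincubation, 2 h reaction | Technique: 405 nm absorbance of p-nitroaniline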
Numbers without * were called inactive; / = no result given.

SMILES	Fh CTSL1 inh	HCV core dimer	PP5 primary	PP1 inh	GASC-1 inh	VLA-4 inh	GRK2 inh	proCasp3 act	proCasp7 act
COC(=O)c1ccc2nc(NC(=O)CN3C(=O)CCC3=O)sc2c1	-1	-2	2.9	4	15	8	1	-13	1
Nc1nc(NCc2ccccc2)nc(NCCO)c1[N+](=O)[O-]	2	3	-0.2	-7	7	2	2	-1	3
Cc1cc(C(=O)NCC(=O)OCC(=O)NCCc2ccccc2)ccc1[N+](=O)[O-]	-25	4	-1.4	-1	30	4	0	-3	0
Cc1ccnc(NC(=S)NC(=O)c2cccs2)c1	0	2	0.3	2	-4	12	0	-3	7
O=C1CS/C(=C/C(=O)c2ccccc2)N1	2	2	0.6	-2	-3	8	1	-13	-3
CCC(C)NC(=S)N1CCN(C(c2ccccc2)c2ccccc2)CC1 (centres undefined)	-2	11	1.0	-1	3	23	1	1	-5
CC(=O)N1CCC(C(=O)N2CCN(S(=O)(=O)c3cccs3)CC2)CC1	-2	-3	1.2	-4	24	-21	3	2	1
Cc1ccccc1C(=O)N1CCC(C(=O)NN2C(=O)NC3(CCC(C)CC3)C2=O)CC1 (centres undefined)	/	/	-1.7	-4	-5	4	0	0	-2
CCN(CC)C(=O)c1ccccc1NC(=O)CN1C(=O)c2ccccc2C1=O	0	-6	-2.7	-4	5	-3	2	6	-3
COCc1cc(C)nc(SCC(=O)Nc2ccc3c(c2)n(C)c(=O)n3C)c1C#N	1	0	4.5	-1	4	1	1	7	2
Nc1[nH]c(N=NC(=O)c2ccc(F)cc2)c2ccccc12	5	3	1.0	-2	3	-26	0	-5	-4
O=S1(=O)N=C(Oc2ccccc2)c2ccccc21	0	2	0.3	-2	4	15	5	-2	-1
O=C(Cc1ccccc1F)Nc1nc2ccccc2[nH]1	0	1	1.3	2	-22	4	0	-1	-1
O=C(Nc1nc2ccc(F)cc2s1)c1ccccn1	-2	4	1.7	0	-6	1	3	-5	-8
O=C(CSc1nccc(=O)[nH]1)N1CCc2ccccc2C1	2	-18	2.5	-4	15	4	0	-7	9
Cc1[nH]nc2c1C(c1ccsc1)C1=C(CC(C)(C)CC1=O)N2 (centres undefined)	2	-2	2.2	2	1	0	1	-1	-1
COc1ccc(NC(=O)c2cc(S(=O)(=O)N3CCOCC3)cn2C)cc1Cl	-4	16	0.0	1	9	17	1	4	10
CCOc1ccc(NC(=O)c2cc(S(=O)(=O)N3CCOCC3)cs2)cc1	-2	1	1.7	4	1	13	2	4	6
NNC(=O)c1csc(CS(=O)(=O)c2ccc(Cl)cc2)n1	-1	0	-0.9	-1	5	13	3	1	5
Nc1nc(NC(=O)c2ccccc2)nn1-c1ccccc1	-1	-3	3.3	-3	9	-6	3	5	7
CN1CCN(CCC(=O)Nc2ccc(C3CCCC3)cc2)CC1	-2	1	0.5	-1	73	11	0	6	5
CCCCc1cc(O)c(CCCC)c(O)c1	0	-12	4.3	0	0	-12	1	-4	-12
Cc1cc(Sc2ncnc(N)c2[N+](=O)[O-])ncn1	3	0	-1.7	4	3	17	8	-3	-7
CCOc1ccc(C(=O)NCC(=O)NNC(=O)c2cc(C)oc2C)cc1OCC	/	/	/	/	/	31	1	1	1
CC1=C(C(=O)OCc2ccccc2)C(c2ccccc2Cl)NC(=O)N1C (centres undefined)	2	-1	1.6	2	-2	3	3	5	10
CCC(C)(C(=O)NC1CCCC1)N(Cc1cccs1)C(=O)c1ccccn1 (centres undefined)	4	0	-0.4	1	24	1	2	-2	2
Cc1ccc(-n2ncc3c(=O)n(CC(=O)N(C)C)cnc32)cc1C	3	-2	-1.7	-4	1	-2	0	1	1
O=C(Nc1cccc2cccnc12)c1cccc(Cl)c1	6	-8	3.3	1	-25	-1	1	-3	-5
O=C(C1CCN(Cc2cn[nH]c2-c2ccc(F)cc2F)CC1)N1CCOCC1	5	3	0.3	43*	-32	2	0	7	6
COc1cc(/C=N/NC(=O)C2=NNC(=O)C2C)ccc1O (centres undefined)	4	-6	-2.0	-1	-9	2	0	-2	1
O=C(c1ccco1)N1CCN(C(=S)Nc2ccc(F)cc2)CC1	5	-13	-6.8	1	-25	0	0	0	-2
O=C(NCCCn1ccnc1)Nc1cccc(Cl)c1	2	-6	0.9	2	1	3	0	-3	8
Cc1cc(NS(=O)(=O)c2ccc(NC(=O)/C=C/c3ccccc3)cc2)no1	4	-2	-1.1	-3	3	7	3	0	9
O=C(NC(=S)Nc1ccccn1)c1cccc([N+](=O)[O-])c1	4	1	1.0	7	4	9	/	-6	1
CCc1cccc2c(C(=O)CN3C(=O)NC(C)(c4cccc5ccccc45)C3=O)c[nH]c12 (centres undefined)	2	2	2.9	3	5	-7	1	-3	2
Cc1cc(C)cc(-n2nnn(C3C/C(=N/NC(N)=S)C4OCC3O4)c2=S)c1 (centres undefined)	1	-2	-0.1	1	1	-1	2	-10	-9
Nc1nc(CSC(=S)N2CCN(c3ccccc3)CC2)nc(Nc2ccc(F)cc2)n1	14	-5	0.0	7	48	-10	6	-8	3
CCN(CCCNC(=O)CCC(=O)N1CCOc2ccccc21)Cc1ccccc1	3	-9	0.4	1	9	10	0	7	-4
CCOc1ccc(C(=O)COC(=O)c2cc(=O)[nH]c3ccccc23)cc1	-1	3	2.4	3	-10	-6	1	12	-3
O=C(/C=C/c1ccc(OCCCF)cc1)Nc1ccnc(-c2cccnc2)n1	4	7	-1.5	22*	2	-41	3	9	10
CN(c1ccc(Br)cc1)S(=O)(=O)c1ccc2[nH]cc(C(=O)NCCN3CCOCC3)c(=O)c2c1	16	-4	4.2	6	-5	-7	0	8	-1
CCCCN(CC)CCCNC(=S)Nc1ccc2nc(N3CCN(CC)CC3)cc(C)c2c1	4	2	0.6	-3	-10	14	0	-5	-6
O=C1C(=Cc2ccc(Br)o2)C(=O)c2ccccc21	-3	9	2.2	2	-2	0	7	-6	-4
CCS(=O)(=O)N1CCN=C1SCc1ccccc1	1	-2	-1.4	2	4	-1	2	5	-2
CCOc1cc(/C=C2\SC(=N)N(c3nccs3)C2=O)ccc1OCCN1CCOCC1	1	-4	0.6	-2	0	29	1	-5	-7
O=C(Nc1ccc2c(c1)Cc1ccccc1-2)c1cc2ccccc2o1	2	13	2.0	0	6	19	0	-7	0
CCCCN=C1NN=C(c2ccc(C)c(C)c2)CS1	1	4	3.8	1	15	2	0	-8	-3
Cc1cccc(N=C2NC(=O)S/C2=C\c2ccco2)c1	2	-6	4.4	9	6	-7	0	-19	-22
CN(Cc1ccccc1)C(=O)CN1C(=O)c2ccc([N+](=O)[O-])cc2C1=O	-9	-12	-6.6	-6	-1	3	0	3	4
COc1cccc(/C=C/C(=O)OCC(=O)N2CCN(c3ccccc3)CC2)c1	/	/	1.6	-2	-1	-5	0	5	7
CN(C)c1cccc(C(=O)NCc2ccccc2Cl)c1	3	-1	1.8	-1	0	-5	2	8	2
CC(=O)c1c(C)[nH]c(C(=O)Nc2cccc(S(=O)(=O)N3CCOCC3)c2)c1C	3	6	-3.1	-1	12	9	0	8	6
COc1ccc(C)cc1-n1nnnc1SCC(=O)N1CCC(C(=O)Nc2nccs2)CC1	2	-4	3.1	-4	9	-1	3	-6	-3
CCCS(=O)(=O)N1CCN(C(=O)COc2ccccc2)CC1	-4	6	2.8	1	1	7	0	2	-7
Cc1ccc(C)c2[nH]c(=O)c(CCNC(=O)c3cc4ccccc4o3)cc12	0	-2	3.0	0	-8	14	0	0	-1
CS(=O)(=O)N1CCC(C(=O)Nc2ccc3c(c2)OCCO3)CC1	0	2	-0.6	-3	3	11	4	-11	3
C=CCOC(=O)C1=C(C)OC(N)=C(C#N)C1c1ccccc1F (centres undefined)	-5	-2	-7.0	1	10	-5	0	10	18
CC(C)(C)OC(=O)C(Cc1ccc(OC(C)(C)C)cc1)NC(=O)CNC(=O)CNC(=O)OCc1ccccc1 (centres undefined)	6	2	2.3	5	-9	-1	0	4	4
COc1ccccc1C(=O)COC(=O)CN1C(=O)c2ccccc2C1=O	-3	8	1.1	-2	-5	-13	1	1	3
CCOC(=O)CN1C(=O)N[C@@H](c2cccc(C(F)(F)F)c2)[C@@H](C(=O)OC)[C@H]1C	2	-10	3.8	0	0	-4	2	-6	1
